High-throughput results from PubChem.
KOR beta-arrestin-1: KOR antagonists, beta-arrestin recruitment, cell-based, luminescence, uHTS (AID 1778); 290,000 tested, 0.091% active; KOR beta-arrestin recruitment, luminescence, antagonist mode; higher % means a stronger effect; one-dose inhibition, % at 10 µM; IC50 in µM for titrated hits; note: strong numbers were not always called active
NOD2 inhibition: NOD2 signaling inhibitors, cell-based, luminescence, uHTS, HEK293 (AID 1566). HEK293 NOD2/NF-kB luciferase reporter, luminescence; higher % means a stronger effect. inhibition, % at 4 µM, or EC50 in µM where a hit was titrated. 290,000 tested, 0.63% active; note: many of its hits are not listed in these tables
KOR beta-arrestin-2: kappa opioid receptor activators – cell-based, luminescence, uHTS, primary screen (AID 1777); 280,000 tested, 0.02% active; one-dose activation, % at 10 µM; EC50 in µM for titrated hits; KOR beta-arrestin recruitment, luminescence; higher % means a stronger effect; in the data active = activation above about 50%, passing the limit was not always enough; note: a part of the inactive calls stands beside numbers as strong as those of hits
PhoP inhibition: inhibitors of PhoP regulon expression, primary screen, Salmonella Typhimurium, GFP reporter (AID 1863); S. Typhimurium PhoP-regulated promoter GFP reporter, 4 h; higher % means a stronger effect; 300,000 tested, 0.16% active; inhibition, % at 50 µM; hits with a dose series show IC50 in µM;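 active = inhibition over 29.93%, a cutoff 3 SD above the screen mean, later confirmed by dose response; inconclusive = inhibition over 29.93% but no dose response follow-up; inactive = inhibition at most 29.93% or unconfirmed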;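 note: 0% = low Mg2+ inducing control and 100% = high Mg2+ repressing control; strong numbers were not always called active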
NOD1 NF-kB reporter: inhibition of NOD1-driven NF-kB reporter – cell-based, luminescence, uHTS, primary screen (AID 1578). NOD1-driven NF-kB luciferase reporter cells, luminescence; higher % means a stronger effect. one-dose inhibition, % at 4 µM; EC50 in µM for titrated hits. 290,000 tested, 1% active; in the data active = inhibition mostly above about 36%, no sharp cut-off; inactive = mostly below about 34%;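 note: HEK-293T reporter cells stimulated with the NOD1 agonist gamma-tri-DAP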
Siah-1 displacement: Siah-1 peptide-binding antagonists, primary screen, biochemical, fluorescence polarization, rhodamine-plectin, uHTS (AID 1817); Siah-1 / rhodamine-plectin peptide fluorescence polarization; higher % means a stronger effect; one-dose displacement, % at 20 µM; IC50 in µM for titrated hits; 290,000 tested, 0.02% active;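 active = displacement of at least 50% at 20 µM, with a fluorescence ratio check between 0.3 and a set limit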;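 note: plate controls were Siah plus tracer with DMSO for no effect and tracer alone without Siah for full effect; strong numbers were not always called active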
HIV fusion peptide: inhibitors of HIV fusion peptide binding, primary screen, biochemical, uHTS, fluorescence dequenching (AID 1986) | cell-free peptide binding, fluorescence dequenching, 30 min; higher % means a stronger effect | inhibition, % at 20 µM, or IC50 in µM where a hit was titrated | 290,000 tested, 0.3% active; in the data active = inhibition mostly above about 52%, no sharp cut-off; inactive = mostly below about 76%; note: some results filed as inactive read as strong as hits
Myeloid diff MLP: promotes myeloid progenitor differentiation. ER-HoxA9 myeloid progenitors, lysozyme-GFP differentiation, flow cytometry. calls only at 10 µM. 360,000 tested, 1% active;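 active = normalized GFP-positive differentiation at or above the plate's own cutoff, the solvent-only control mean plus 3 SD; inconclusive = no clear call, values can overlap the other calls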;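 note: cells exposed to compound for four days before flow analysis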
LYP phosphatase: PTPN22 lymphoid phosphatase activity blockers – biochemical, fluorescence intensity, uHTS (AID 1779). recombinant LYP phosphatase, fluorescence intensity; higher % means a stronger effect. inhibition, % at 11.5 µM, or IC50 in µM where a hit was titrated. 290,000 tested, 0.054% active;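 note: plate controls were vehicle with enzyme for no effect and no enzyme for full effect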
Myeloid diff MLP GFP+ MAC1+ %: recorded beside Myeloid diff MLP, whose call it bears; GFP+ MAC1+ double positive, %; measured here: differentiation confirmed by MAC1 staining
Active calls of the source: *; i = inactive; ? = inconclusive; / = not tested or not shown; [ ] = another dose, or the depositor's remark. Cut-off read from the data, not from the text of the source, unless noted: active = inhibition above about 50%; inactive = the rest. The list is partial; rates above refer to the full screens.

SMILES	KOR beta-arrestin-1	NOD2 inhibition	KOR beta-arrestin-2	PhoP inhibition	NOD1 NF-kB reporter	Siah-1 displacement	HIV fusion peptide	Myeloid diff MLP	Myeloid diff MLP GFP+ MAC1+ %	LYP phosphatase
CCNC(=S)Nc1ccc(-c2nc3ccccc3[nH]2)cc1	2.0%	-46.5%	8.7%	-10.4%	-37.9%	0.3%	0.0%	i	0.3	-2.5%
Nc1n[nH]c(N)c1N=Nc1ccccc1	20.9%[20 µM]	-11.5%	-3.2%	-3.2%	-4.8%	4.8%	-1.9%	i	0.2	-0.7%
O=C(NC1CCCC1)C(c1ccc(F)cc1)N(C(=O)c1csnn1)C1CCCC1 (stereo not given)	0.3%	-0.4%	2.9%	-4.2%	15.5%	-2.3%	0.1%	i	1.8	-4.1%
CCCCc1ccc(NC(=S)N2CCN(c3ccccn3)CC2)cc1	6.7%	16.7%	17.2%	8.2%	10.9%	-4.9%	0.1%	i	0.7	-9.3%
O=c1[nH]c(C2CCCN(S(=O)(=O)c3ccc(F)cc3)C2)nc2c1nnn2Cc1ccc(F)cc1 (stereo not given)	-12.2%	0.6%	1.7%	0.9%	-28.9%	-1.0%	0.8%	i	0.2	-0.2%
Cc1nc2ccccn2c1C(=O)N/N=C/c1ccc(CNC(=O)C(=O)Nc2ccccc2)o1	-3.7%	21.5%	-5.3%	4.8%	-12.3%	-1.8%	14.6%	i	0.5	-6.7%
COc1ccccc1/C=C/C=N/n1c(-c2ccco2)n[nH]c1=S	33.6%	1.1%	-1.2%	-5.5%	-11.2%	3.4%	0.2%	i	0.4	3.1%
Cn1cnnc1Sc1ccc(/C=C(\CC(=O)O)c2nc3ccccc3s2)cc1[N+](=O)[O-]	32.8%	22.6%	0.1%	7.7%	-3.0%	2.5%	1.1%	i	0.5	4.7%
COCCCNC(=O)CC1C(=O)N(Cc2ccccc2)C(C)c2nc3ccccc3n21 (stereo not given)	/	7.3%	/	-3.3%	-7.4%	-4.0%	1.2%	i	0.2	-10.2%
Cc1cc(CNC(=O)COc2ccc(C)c(C)c2)c2ccccc2n1	-13.4%	16.2%	2.7%	-4.4%	3.5%	5.6%	0.8%	i	0.4	0.1%
COc1ccc(N)cc1C#N	-14.7%	-10.3%	4.4%	-0.8%	-15.3%	-0.3%	-0.2%	i	0.9	-3.7%
CCOC(=O)COc1cc2c3c(c(=O)oc2cc1C)CCCC3	-21.6%	8.5%	-2.0%	3.0%	-26.7%	1.1%	1.0%	i	0.8	-0.2%
COc1ccc(C(=O)CSc2nnc(-c3ccc(S(=O)(=O)N4CCOCC4)cc3)o2)cc1	-66.4%	0.1%	50.2%*	-0.6%	-9.6%	2.8%	5.1%	i	0.8	-8.7%
CN1CCN(C(=O)/C=C/c2ccccc2)CC1	-23.6%	8.7%	-5.5%	-3.8%	-29.5%	5.7%	-0.8%	i	0.3	-2.3%
Cc1nc(NCc2ccco2)nc2c1C(=O)CC(C)C2 (stereo not given)	-17.2%	-5.4%	7.7%	-5.4%	-17.1%	0.5%	1.0%	i	1.1	-9.8%
Cc1cc(C)c(C)c(OCC(=O)NCc2nc(-c3ccccc3)no2)c1	22.8%	-15.9%	-2.6%	3.7%	-22.5%	3.2%	1.2%	i	0.8	-8.0%
CC1CN(Cc2c(O)ccc3c(=O)c(-c4ccccc4Cl)coc23)CC(C)O1 (stereo not given)	12.9%	-20.2%	0.8%	-3.0%	4.0%	3.0%	-3.5%	/	/	-8.9%
CNC(=O)C(=O)NCCN1CCN(S(=O)(=O)c2ccc3ccccc3c2)CC1	-34.2%[20 µM]	-9.7%	4.8%	1.9%	-19.8%	2.6%	-1.1%	i	0.6	-6.1%
CC(=O)Nc1ccc(C(=O)CSc2nnnn2C(C)C)cc1	3.2%	1.0%	-3.4%	-5.9%	3.5%	5.0%	-0.9%	i	1.5	-6.0%
CCCCN1C(=O)CCC(C(=O)O)C1c1ccc(OC)cc1 (stereo not given)	-29.1%	-12.6%	6.7%	3.1%	-24.7%	-0.3%	-0.7%	i	0.4	-10.5%
COc1ccc(NC(=O)COc2ccc(/C=C/c3cc[n+](C)cc3)cc2OC)cc1	1.8%	2.1%	3.5%	-5.0%	-1.4%	-3.6%	0.2%	i	1.4	0.2%
COc1ccccc1NC(=S)NCc1cccnc1	-52.1%	5.5%	-0.6%	8.6%	-5.0%	12.8%	-1.0%	i	1.3	-5.6%
CCN(CC(=O)NCc1ccc(F)cc1)CC(=O)NC1CCCC1	1.9%	-1.0%	-0.3%	6.4%	-35.5%	5.6%	-1.4%	i	0.6	-4.2%
Cc1ccc(-c2ccc(CCC(=O)O)n2NC(=O)c2cccs2)cc1	-128.0%	-16.0%	7.8%	2.5%	23.3%	-5.5%	0.3%	i	1.0	-0.7%
CCSC1=C(C#N)C(c2ccc(Cl)cc2)C2=C(CCCC2=O)N1 (stereo not given)	-22.2%	12.0%	2.1%	-3.3%	-31.2%	-1.3%	1.3%	i	1.2	-0.6%

Quoted from the listing:
KOR beta-arrestin-2 result of Cc1cc(C)c(C)c(OCC(=O)NCc2nc(-c3ccccc3)no2)c1 : -2.6%
Siah-1 displacement result of Cc1cc(CNC(=O)COc2ccc(C)c(C)c2)c2ccccc2n1 : 5.6%

Carrying on.
SMILES	KOR beta-arrestin-1	NOD2 inhibition	KOR beta-arrestin-2	PhoP inhibition	NOD1 NF-kB reporter	Siah-1 displacement	HIV fusion peptide	Myeloid diff MLP	Myeloid diff MLP GFP+ MAC1+ %	LYP phosphatase
CCOc1ccc(N2CC(C(=O)NCCc3ccc(OC)c(OC)c3)CC2=O)cc1 (stereo not given)	22.9%	18.2%	0.7%	0.1%	-19.4%	2.6%	0.3%	i	0.9	-2.4%
O=C(Nc1ccccc1)OC1CC2CC1C1CCCC21 (stereo not given)	-16.4%	-128.8%	4.2%	-2.1%	-42.0%	-2.4%	3.2%	i	0.0	3.7%
Clc1ccc(Cn2c(CN3CCCC3)nc3ccccc32)cc1	5.0%	18.7%	-1.7%	1.1%	35.1%	-6.4%	-3.9%	/	/	-3.1%
O=C(CSc1c2c(nc3cc(Cl)ccc13)CCCC2)NCc1ccco1	-26.6%	-6.5%	-1.0%	7.1%	17.9%	-1.4%	5.0%	i	1.2	2.6%
CCOC(=O)CSc1ncc(-c2cccc(Cl)c2)cn1	12.5%	7.2%	-4.4%	-9.2%	13.4%	4.5%	-1.3%	i	4.1	-4.1%
NC(N)=NS(=O)(=O)c1ccc(NC(=S)NC(=O)c2ccc3c(c2)OCO3)cc1	-16.9%	-2.5%	0.4%	-5.2%	-1.2%	3.4%	-2.0%	i	0.3	-4.2%
Cc1cc(=O)[nH]c(N2CCCC2)n1	35.8%	0.4%	2.1%	-7.5%	-7.4%	-0.6%	-2.4%	i	0.5	-6.4%
Cc1ccccc1NC(=S)N/N=C/c1ccc(O)cc1O	-1.1%	-94.3%	4.7%	-2.0%	-10.8%	-7.2%	-0.8%	i	0.3	-0.4%
COc1ccc(CC(=O)Nc2c3c(nn2C(C)(C)C)CS(=O)(=O)C3)cc1OC	0.2%	11.6%	2.6%	-4.5%	-7.4%	1.3%	2.5%	i	0.3	-4.7%
CC(C)(Oc1ccc(Cl)cc1)C(=O)OCC(=O)NCCc1ccccc1	-7.2%	-0.1%	4.9%	3.0%	-0.4%	0.5%	2.5%	i	0.8	-1.8%
O=C(CN1C(=O)NC2(CCCCC2)C1=O)Nc1ccccc1Cl	1.0%	-11.9%	5.3%	10.1%	-2.7%	0.5%	-2.5%	i	16.3	-13.5%
CCc1ccc(NC(=O)CN2C(=O)COc3ccc(S(=O)(=O)N4CCCC4)cc32)cc1	-6.7%	13.7%	-0.3%	-7.5%	2.9%	3.4%	1.8%	i	2.3	-3.8%
CCc1nc2ccccc2c(=O)n1NC(=O)c1c(O)c2ccccc2[nH]c1=O	-85.7%	-12.1%	0.0%	-2.9%	-10.9%	-3.4%	7.3%	i	0.7	-3.4%
N#Cc1ccc(NC(=O)Nc2ccc(Oc3ccc(NC(=O)Nc4ccc(C#N)cc4)cc3)cc2)cc1	-8.0%	34.0%	2.7%	10.6%	7.7%	-16.1%	1.4%	i	0.4	-5.8%
COc1ccc(Cn2c(=O)c3cccnc3n(Cc3ccc([N+](=O)[O-])cc3)c2=O)cc1	-41.7%	-4.7%	6.3%	-6.8%	3.4%	-1.3%	-2.6%	i	0.2	-1.7%
O=C(COc1ccc2ccccc2c1)N1CCN(C(=O)c2cccs2)CC1	23.8%	14.0%	-0.6%	0.5%	-15.5%	5.4%	2.0%	i	0.9	-1.0%
O=C(Nc1ccc2c(c1)OCO2)c1ccc(S(=O)(=O)NCC2CCCO2)cc1 (stereo not given)	-34.2%	6.2%	2.5%	-5.5%	12.7%	-2.7%	2.3%	i	1.4	-4.7%
O=[N+]([O-])/C=C/c1cn(Cc2ccc(F)cc2)c2ccccc12	-35.3%	-38.1%	2.7%	11.5%	-0.7%	-3.3%	-0.2%	i	4.5	-0.5%
N=C1/C(=C\c2coc3ccc(O)cc3c2=O)C(=O)N=C2SC=CN12	-15.3%	14.5%	4.1%	-5.1%	-2.9%	-0.2%	149.5%	i	1.2	-2.4%
O=C(Nc1ccccc1)O/N=C/c1ccccc1Cl	13.8%	-0.4%	-2.7%	0.7%	-14.3%	-2.5%	-1.2%	i	0.7	-8.6%
COc1ccc(C(=O)Nc2nnc(SCC(=O)NCC3CCCO3)s2)cc1OC (stereo not given)	22.4%	11.5%	-2.1%	4.4%	-3.0%	5.3%	0.5%	i	0.5	-3.8%
COc1ccc(NC2CCCN(C(=O)c3ccc(CSC)o3)C2)cc1OC (stereo not given)	-3.2%	12.4%	2.1%	8.2%	-13.1%	-4.0%	0.1%	i	4.4	-10.5%
COc1ccc2c(c1)O/C(=C\c1ccccc1C)C2=O	9.7%	4.0%	5.5%	-2.6%	-0.1%	10.6%	-0.7%	i	0.4	-1.7%
O=C(Nc1c(C(=O)NCc2ccco2)cnn1-c1ccccc1)c1ccc(F)cc1	-74.9%	-4.6%	-3.4%	1.6%	1.4%	-3.3%	-0.9%	i	1.1	-3.7%
Cc1cc(Cl)c2ccc(Cl)cc2n1	6.7%	17.1%	1.6%	-2.7%	-6.2%	7.1%	0.9%	i	0.6	-7.0%
Nc1ccc(-c2ncc(-c3ccccc3)o2)cc1	-2.4%	40.5%	-0.7%	2.9%	46.7%*	2.6%	-1.7%	?	/	-40.5%
CC(=O)Nc1cc(C(=O)NCc2ccco2)ccc1Sc1ccc(C)cc1	15.5%	-1.0%	7.2%	6.6%	13.4%	0.2%	5.0%	i	0.4	-6.0%

Two entries from above, with two lines to a compound:
Every second line gives: KOR beta-arrestin-1 | NOD2 inhibition | KOR beta-arrestin-2 | PhoP inhibition | NOD1 NF-kB reporter | Siah-1 displacement | HIV fusion peptide | Myeloid diff MLP | Myeloid diff MLP GFP+ MAC1+ % | LYP phosphatase
N#Cc1ccc(NC(=O)Nc2ccc(Oc3ccc(NC(=O)Nc4ccc(C#N)cc4)cc3)cc2)cc1
 : -8.0% | 34.0% | 2.7% | 10.6% | 7.7% | -16.1% | 1.4% | i | 0.4 | -5.8%
COc1ccc(Cn2c(=O)c3cccnc3n(Cc3ccc([N+](=O)[O-])cc3)c2=O)cc1
 : -41.7% | -4.7% | 6.3% | -6.8% | 3.4% | -1.3% | -2.6% | i | 0.2 | -1.7%
